tim10-1 inh – tim10-1 yeast growth inhibition; S. cerevisiae tim10-1 ts strain growth, BacTiter-Glo, 24 h; actives 2.2% (n = 330,000); inhibition, % at 20 µM;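 active = inhibition of at least 40%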;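 note: mutant grown at 25 °C; 0% = DMSO wells with yeast and 100% = wells holding no yeast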
mIAP activ – increases mouse intestinal alkaline phosphatase activity; muIAP, CDP-Star luminescence, 30 min; active compounds read high; 1 = vehicle-only enzyme signal, 0 = enzyme-free wells; activation factor at 10 µM; actives 0.24% (n = 330,000);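 active = activation factor of at least 2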; note: the source names both 10 and 20 µM as test concentration; values of inactives mirror those of a sister screen read the other way
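also added = chemiluminescent substrate CDP-Star | test system = mouse IAP enzyme | signal = chemiluminescence readout | compound = DMSO-dissolved test compounds | incubation = 30 min at room temperature | benchmarks = DMSO wells, no-enzyme wells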
beta cell repl – induces beta-cell replication in MIN6 cells; MIN6 cells proliferation, ATPlite luminescence, 48 h; cells starved in 0.2% serum; 100% = growth in 10% serum; proliferation, % at 10 µM; actives 0.29% (n = 330,000);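 active = compounds whose signal lies at least 3.5 SD above the mean of all wells on their plate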;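 note: 0% = DMSO-treated cells in low-serum medium and 100% = 10% serum control; some compounds called inactive have numbers as strong as hits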
NLRP3 yeast inh – NALP3 inhibition in yeast; Yeast reconstituted NLRP3/ASC/caspase-1, beta-gal luminescence, 24 h; AID 2825; actives 0.39% (n = 330,000); inhibition, % at 10 µM;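 active = inhibition of 50% or more; inactive = inhibition below 50%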;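 note: plate controls were induced DMSO wells for no effect and uninduced yeast grown without galactose for full effect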
hIAP inh – human IAP inhibition; AID 2544; actives 0.12% (n = 330,000); P09923; inhibition, % at 10 µM; purified IAP, CDP-Star luminescence, 30 min;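 active = inhibition reaching a set limit with compound at 10 µM in the primary screen, cut at about 35% in these data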;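 note: plate controls were DMSO wells with enzyme for no effect and no-enzyme buffer wells for full effect; values of inactives mirror those of a sister screen read the other way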
APOBEC3G inh – APOBEC3G (human) deaminase inhibition; recombinant A3G, ssDNA deamination FAM/TAMRA fluorescence; Q9HC16; actives 0.28% (n = 330,000); inhibition, % at 20 µM;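 active = inhibition of at least 40% at 20 µM, with no more than 30% in the related APOBEC3A deaminase screen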;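 note: plate controls were DMSO wells with A3G for no effect and wells lacking A3G enzyme for full effect; some compounds called inactive have numbers as strong as hits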
Target sequence (Q9HC16 whole entry, looked up): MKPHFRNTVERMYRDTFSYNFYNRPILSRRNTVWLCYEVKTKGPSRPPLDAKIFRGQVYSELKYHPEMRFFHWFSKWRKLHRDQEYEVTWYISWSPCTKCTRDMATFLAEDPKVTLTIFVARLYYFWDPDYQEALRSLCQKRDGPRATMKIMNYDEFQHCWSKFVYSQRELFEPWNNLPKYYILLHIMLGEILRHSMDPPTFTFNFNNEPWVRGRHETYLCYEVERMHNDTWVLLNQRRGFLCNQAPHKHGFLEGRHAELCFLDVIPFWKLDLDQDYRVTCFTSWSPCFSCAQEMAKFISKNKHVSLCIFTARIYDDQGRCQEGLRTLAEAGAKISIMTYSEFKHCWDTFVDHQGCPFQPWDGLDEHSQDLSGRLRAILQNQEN
A3A deaminase – blocks human APOBEC3A ssDNA deamination | P31941 | actives 0.41% (n = 330,000) | inhibition, % at 20 µM | recombinant A3A, FAM/TAMRA ssDNA deamination fluorescence;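 active = at least 40% inhibition at 20 µM here, with at most 30% in a related deaminase screen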;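 note: plate controls were A3A with DMSO for no effect and wells lacking A3A enzyme for full effect; some results filed as inactive read as strong as hits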
Target sequence (P31941 whole entry, looked up): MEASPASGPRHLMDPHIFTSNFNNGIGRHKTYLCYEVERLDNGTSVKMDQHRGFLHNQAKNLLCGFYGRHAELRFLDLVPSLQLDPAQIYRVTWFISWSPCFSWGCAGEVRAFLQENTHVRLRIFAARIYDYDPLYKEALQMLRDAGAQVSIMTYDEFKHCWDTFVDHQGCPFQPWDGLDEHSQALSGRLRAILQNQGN
TIM10 inh – growth inhibitors of TIM10 yeast strain. S. cerevisiae TIM10 strain growth, BacTiter-Glo luminescence, 24 h. inhibition, % at 10 µM. actives 1.4% (n = 330,000). AID 463195;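 active = inhibition of 40% or more at the single tested concentration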;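 note: wild-type TIM10 isogenic control strain grown at permissive 25 °C; 0% = DMSO yeast wells and 100% = minimal medium wells without yeast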
mIAP inh – mouse IAP inhibition. inhibition, % at 10 µM. actives 0.2% (n = 330,000). purified mouse IAP, CDP-Star luminescence, 30 min;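 active = inhibition of at least 40% at 10 µM in the primary screen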;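 note: plate controls were DMSO with enzyme for no effect and no enzyme wells for full effect; values of inactives mirror those of a sister screen read the other way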
* = called active by the depositor.

no.	SMILES	tim10-1 inh	mIAP activ	beta cell repl	NLRP3 yeast inh	hIAP inh	APOBEC3G inh	A3A deaminase	TIM10 inh	mIAP inh
1	CCN(CC)c1cnn(C/C(=N\OC)c2ccc(Cl)cc2)c(=O)c1Br	15	0.91	7.5*	23	-2	-1	-2	8	9
2	COC(=O)c1cnc(Oc2ccc(NC(=O)NC(=O)c3c(OC)cccc3OC)cc2)cc1C(F)(F)F	13	0.85	-3	13	1	-1	2	10	15
3	CCOC(=O)c1ccc(-c2c(-c3cc(OC)c(OC)c(OC)c3)noc2C)cc1F	27	1.1	-8	12	-17	14	-4	9	-5
4	COc1ccc(OCCC(=O)OCC(=O)NC(=O)NC(C)C)cc1	9	1	0	9	10	-2	1	20	-3
5	CCn1cc(S(=O)(=O)c2ccc(C)cc2)c(=O)c2cc(F)c(N3CCN(C)CC3)cc21	15	0.97	-1	-3	-27	-4	-6	7	3
6	CC(C)[C@H](NC(=O)c1ccccc1)C(=O)OCC(=O)NCC1CCCO1 (stereo partly drawn)	-5	1.1	-2	4	-8	-2	1	2	-6
7	O=C(NC1CCCCCC1)C1CCN(C(=O)c2ccc(Cl)cc2)CC1	11	1	4	18	6	-8	-5	6	0
8	Cc1cc(C)n(-c2ccc(C(=O)Nc3ccc4c(c3)OCCO4)cc2)n1	8	0.99	3	-5	-11	1	1	-16	1
9	COc1ccc(OC)c(-c2csc3nnc(SCC(=O)Nc4ccc(NC(C)=O)cc4)n23)c1	7	0.95	1	10	6	-6	0	15	5
10	O=C(Nc1cc(=O)[nH]c(=O)[nH]1)c1cccc(C(F)(F)F)c1	2	1	0	15	6	-2	-1	-3	-4
11	Cc1nn(C2CCS(=O)(=O)C2)c(C)c1CN(C)C(=O)c1ccc(S(=O)(=O)N(C)C)cc1 (stereo not drawn)	-3	1.1	-2	15	2	-6	-3	3	-7
12	COC(=O)c1cc2c(s1)-c1ccccc1OC2	19	1.1	-2	26	-16	-3	1	-6	-14
13	CCCCNC(=O)/C(=C/c1ccco1)NC(=O)c1ccco1	4	1	-2	19	9	-7	-3	-11	-4
14	CCOCCCn1c(SCC(=O)Nc2oc(C)c3c(C)n[nH]c(=O)c23)nnc1-c1ccncc1	2	0.98	0	5	6	-12	-4	0	2
15	C/C(=N\Nc1nc2ccccc2s1)c1cccs1	32	0.97	-5	0	-2	-4	2	20	3

Some values from the entries so far.
Result for #15 under mIAP inh: 3
Result for #14 under beta cell repl: 0

Grouped by structure: the compounds so far containing an NH in an aromatic ring (two)
no.	SMILES	tim10-1 inh	mIAP activ	beta cell repl	NLRP3 yeast inh	hIAP inh	APOBEC3G inh	A3A deaminase	TIM10 inh	mIAP inh
10	O=C(Nc1cc(=O)[nH]c(=O)[nH]1)c1cccc(C(F)(F)F)c1	2	1	0	15	6	-2	-1	-3	-4
14	CCOCCCn1c(SCC(=O)Nc2oc(C)c3c(C)n[nH]c(=O)c23)nnc1-c1ccncc1	2	0.98	0	5	6	-12	-4	0	2

Additional structures follow:
no.	SMILES	tim10-1 inh	mIAP activ	beta cell repl	NLRP3 yeast inh	hIAP inh	APOBEC3G inh	A3A deaminase	TIM10 inh	mIAP inh
16	COc1ccc(C(=O)O/N=C(\N)c2ccc(Cl)cc2)cc1	44*	0.94	-4	27	1	-3	-2	31	6
17	Cc1ccc(S(=O)(=O)c2cnc(-c3ccccc3)nc2N2CCN(C)CC2)cc1	0	0.88	-5	12	0	-4	2	1	12
18	CC(C)(C)c1ccc(C(=O)OCCN2CCCCC2)cc1	4	0.96	1	7	8	-4	-1	-3	4
19	CN1CCN(c2nc(-c3ccc(Cl)s3)cs2)CC1	16	0.9	-1	17	0	-5	-2	11	10
20	CCc1cc2c(N3CCCCC3)ncnc2s1	17	1.1	-1	31	-7	-9	-9	-40	-10
21	COc1ccc2cc(C(C)C(=O)Nc3cccc(S(=O)(=O)N(C)C)c3)ccc2c1 (stereo not drawn)	2	1.6	-4	16	-11	-7	5	-2	-65
22	COc1ccccc1NC(=O)N1CCN(C(=O)c2ccco2)CC1	-11	1	5	19	16	-5	-3	11	-2
23	O=C(NCc1nnc(SCC(=O)N2CCCC2)o1)c1c(F)cccc1F	-1	1	5	9	4	-7	-6	2	-3
24	Cc1ccc(-c2nnc3c(C(F)(F)F)nc4ccccc4n23)cc1	5	1	-3	14	3	-10	-3	-1	0
25	COc1cc(F)ccc1S(=O)(=O)N1CCN(C23CC4CC(CC(C4)C2)C3)CC1	19	0.91	0	-7	4	-4	2	10	9
26	COc1ccc(-c2cc(C)no2)cc1S(=O)(=O)Nc1ccccc1	3	0.94	-4	22	8	-6	-1	20	6
27	O=C(NC1CCCCC1)C1CCN(c2cnccn2)CC1	-4	1	-2	22	0	-7	-3	6	-1
28	CN(c1cccc(NS(=O)(=O)c2ccccc2)c1)S(C)(=O)=O	-20	1.1	-5	23	-20	-6	-2	-11	-6
29	COc1ccc(CN2CC(C(=O)NCCC(C)C)CC2=O)cc1 (stereo not drawn)	-1	1.1	-2	5	0	-2	-7	-13	-9
30	COC(=O)CSc1nnc(NC(=O)C2CC(=O)N(c3ccc(F)cc3)C2)s1 (stereo not drawn)	22	1.1	-4	-13	13	13	-2	2	-7

Shown with values under each structure: 2 of the compounds above.
Values run as follows: tim10-1 inh | mIAP activ | beta cell repl | NLRP3 yeast inh | hIAP inh | APOBEC3G inh | A3A deaminase | TIM10 inh | mIAP inh
(27) O=C(NC1CCCCC1)C1CCN(c2cnccn2)CC1
 : -4 | 1 | -2 | 22 | 0 | -7 | -3 | 6 | -1
(28) CN(c1cccc(NS(=O)(=O)c2ccccc2)c1)S(C)(=O)=O
 : -20 | 1.1 | -5 | 23 | -20 | -6 | -2 | -11 | -6

The list continues:
no.	SMILES	tim10-1 inh	mIAP activ	beta cell repl	NLRP3 yeast inh	hIAP inh	APOBEC3G inh	A3A deaminase	TIM10 inh	mIAP inh
31	O=C(N/C(=C/c1ccco1)C(=O)N1CCCC1)c1cccs1	15	1	0	17	1	-1	-3	3	0
32	CCCn1nnc(NC(=O)c2ccc(Br)o2)n1	10	0.97	-1	3	17	-3	-1	-7	3
33	C=C(C)Cn1c(SCCN2CCOCC2)nc2c1c(=O)[nH]c(=O)n2C	21	0.99	-2	14	0	-5	-1	-1	1
34	O=C(O)c1cc(Nc2cc(Cl)c3nonc3c2[N+](=O)[O-])ccc1O	18	0.95	-2	15	1	1	-1	7	5
35	CCOC(=O)CSc1nnc(-c2ccc(OC)cc2)n1CC	13	1.1	2	-7	7	-1	2	7	-9
36	CCOC(=O)Cc1c(C)nc(SC)[nH]c1=O	-8	0.9	5	-2	-6	-6	-3	6	10
37	Cc1ccc(CN2CCN(Cc3ccncc3)CC2CCO)o1 (stereo not drawn)	7	1.1	-2	16	-4	4	3	-26	-6
38	O=C(c1ccco1)N1CCN(Cc2cccc(F)c2)CC1	8	0.99	0	2	8	3	5	-3	1
39	CSc1nc(O)c(C(c2ccc(F)cc2)c2c(O)nc(SC)[nH]c2=O)c(=O)[nH]1	-1	0.96	3	25	11	-3	-2	-3	4
40	Cn1c(=O)n(-c2ccc(Cl)cc2)c(=O)c2c3c(sc21)COC(C)(C)C3	21	1	-1	2	7	-5	6	29	-4
41	Cc1nc2ccccc2n1CC(=O)NC(C)C1CC2CCC1C2 (stereo not drawn)	16	1.1	-6	-1	3	-3	-1	10	-11
42	CCC(C)NC(=O)CCc1nc2ccccc2n1-c1ccccc1 (stereo not drawn)	15	1.1	2	20	8	-9	-2	14	-6
43	CCn1c(=O)c2cc(C(=O)N(C)c3ccccc3F)sc2c2ccccc21	5	0.93	-5	6	11	0	6	-12	7
44	Cc1cc(C)c2nc(NC(=O)c3ccc4c(c3)OCO4)sc2c1	5	1	-2	2	-21	-3	-1	-8	-2
45	CC(C)C(NC(=O)C12CC3CC(CC(C3)C1)C2)C(=O)NC1=NCCS1 (stereo not drawn)	26	1.1	-3	10	-16	-1	4	12	-9

Among those listed so far, three have a CF3 group.
no.	SMILES	tim10-1 inh	mIAP activ	beta cell repl	NLRP3 yeast inh	hIAP inh	APOBEC3G inh	A3A deaminase	TIM10 inh	mIAP inh
2	COC(=O)c1cnc(Oc2ccc(NC(=O)NC(=O)c3c(OC)cccc3OC)cc2)cc1C(F)(F)F	13	0.85	-3	13	1	-1	2	10	15
10	O=C(Nc1cc(=O)[nH]c(=O)[nH]1)c1cccc(C(F)(F)F)c1	2	1	0	15	6	-2	-1	-3	-4
24	Cc1ccc(-c2nnc3c(C(F)(F)F)nc4ccccc4n23)cc1	5	1	-3	14	3	-10	-3	-1	0

The list goes on:
no.	SMILES	tim10-1 inh	mIAP activ	beta cell repl	NLRP3 yeast inh	hIAP inh	APOBEC3G inh	A3A deaminase	TIM10 inh	mIAP inh
46	COc1ccc(NC(=O)CN(C)CC(=O)N(CC(C)C)c2c(N)n(CC(C)C)c(=O)[nH]c2=O)cc1	8	1	-3	8	0	-3	8	1	-5
47	O=S(=O)(c1ccccc1)[C@@]1(c2ccccc2)C[C@@H]2ON=C(c3cccc(Br)c3)[C@@H]2C1	4	0.99	-6	19	9	-4	0	3	1
48	CC(C)(C)NC(=O)NC(=O)COC(=O)Cc1c(F)cccc1Cl	11	0.88	1	12	-1	2	4	8	12
49	CCCSC1=C(C#N)C(c2ccccc2C)C(C(=O)OC)C(=O)N1 (stereo not drawn)	19	0.98	-2	0	5	-3	-6	21	2
50	COc1ccc(NC(=O)ON=C2c3ccccc3-c3ccccc32)cc1	23	1	2	30	-9	-5	-2	9	-2
51	COC(=O)c1c(NC(=O)Cc2ccccc2)sc2c1C(C(=O)OC)CC2 (stereo not drawn)	27	0.9	-2	14	6	-5	1	19	10
52	Cc1cccn2c(=O)c(C=O)c(Cl)nc12	6	1	-2	-6	1	5	2	-9	-1
53	COc1cc(C(=O)Nc2ccc(N3CCCS3(=O)=O)cc2)c([N+](=O)[O-])cc1OC	-1	0.94	0	0	-4	1	9	9	6
54	Cc1[nH]nc(S(=O)CC(=O)O)c1[N+](=O)[O-] (stereo not drawn)	6	0.91	-2	1	5	-2	-1	4	9
55	N#CCc1ccc(NS(=O)(=O)c2ccc(N3CCCC3=O)cc2)cc1	-10	0.86	-1	16	10	-8	-2	3	14
56	Cc1cccc(NC(=O)COC(=O)[C@@H]2CCCN2C(=O)c2cccs2)c1	3	0.93	0	9	-10	1	-1	1	7
57	Cn1c(SCC(=O)N/N=C/c2cccs2)nc2ccccc21	-1	0.94	2	7	22	5	1	8	6

Compound activity deposited in PubChem by Sanford-Burnham Center for Chemical Genomics.
